From PubChem
AT treatment: qHTS Assay for Identifying a Potential Treatment of Ataxia-Telangiectasia. […] A-T fibroblasts, KAP-1 phosphorylation AlphaLISA; neocarzinostatin DNA damage 30 min before lysis. Potency, µM (titrated, usually from 57.5 µM), for inactives: top-dose activation, most hits filed as activators. 320,000 tested, 0.19% active; note: potency is the fitted concentration of half-maximal effect; % of control where 0% means no effect; nearly all actives have a fitted effect of over 45% in size
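hTERT-immortalized A-T patient fibroblasts ([…]), 500 cells/well in OPTI-MEM, 1% FBS, got compounds for 60 min, then NCS for 30 min at 37C. Lysates were then assayed for phospho-KAP-1 by AlphaLISA (anti-pKAP1 donor, anti-KAP1 acceptor beads), 6 hr at 25C.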
ASM inhibitor: Inhibitors of Secretory Acid Sphingomyelinase (S-ASM): qHTS; Potency, µM (titrated, usually from 57.5 µM), for inactives: top-dose activity change, negative = inhibition, most hits filed as inhibitors; AID 504937, 2011; placental ASM, HMU-PC fluorogenic substrate, 60 min; 340,000 tested, 0.006% active; Sphingomyelin phosphodiesterase (Homo sapiens), P17405; note: potency is the fitted concentration of half-maximal effect
Target sequence (P17405 47-631 limits assumed): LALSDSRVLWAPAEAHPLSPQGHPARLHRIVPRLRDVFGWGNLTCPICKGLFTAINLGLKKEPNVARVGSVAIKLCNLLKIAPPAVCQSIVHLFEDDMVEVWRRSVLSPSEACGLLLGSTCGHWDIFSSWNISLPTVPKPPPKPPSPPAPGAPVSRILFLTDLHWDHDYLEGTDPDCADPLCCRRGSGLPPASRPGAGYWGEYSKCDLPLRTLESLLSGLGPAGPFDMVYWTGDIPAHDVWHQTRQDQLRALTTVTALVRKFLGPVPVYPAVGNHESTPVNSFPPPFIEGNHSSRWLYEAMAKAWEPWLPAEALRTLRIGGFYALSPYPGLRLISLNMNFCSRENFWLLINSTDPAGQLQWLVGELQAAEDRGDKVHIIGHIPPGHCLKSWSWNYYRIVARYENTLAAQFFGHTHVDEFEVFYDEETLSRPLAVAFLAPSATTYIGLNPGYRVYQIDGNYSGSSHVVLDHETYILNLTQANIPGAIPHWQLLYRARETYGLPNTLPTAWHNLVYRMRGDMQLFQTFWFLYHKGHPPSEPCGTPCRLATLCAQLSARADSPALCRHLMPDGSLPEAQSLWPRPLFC
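HMU-PC0 cleavage (9 uM final) by human placental ASM, 60 min at 37 °C following 10 min compound exposure at RT; stopped at pH 10, fluorescence Ex 386/Em 447 nm.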
TRPV1 ag: HTS Assay for Compounds that Act as Agonists of the Vanilloid Receptor 1; Transient receptor potential cation channel subfamily V member 1 (Homo sapiens), Q8NER1; TRPV1-expressing cells, Fluo-8 calcium influx, agonist mode; activation, % at 8.33 µM; 320,000 tested, 0.19% active; in the data active = activation above about 80%; inconclusive = between about 30% and that limit; note: 0% is about no effect
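TRPV1-expressing cells were cultured overnight at 35.5C and loaded with Fluo-8 calcium dye for 40 to 90 min at room temperature. After a 10 s baseline, compound was added and calcium influx was read kinetically for 3 min (ex 480/em 520 nm).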
FBPA coupling cs: qHTS Assay for Inhibitors of Fructose-1,6-bisphosphate Aldolase from Giardia Lamblia: Coupling assay counterscreen; AID 2472, 2010; 290,000 tested, 0.67% active; coupling enzyme system counterscreen, AmpLite Red fluorescence; activity change, negative = inhibition, % at 58.2 µM, hits read low; in the data active = activity change below about -30%; note: % is set by controls: 0 for no effect and ±100 for the full control effect
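Final compound at 57.5 uM, incubated 10 min at RT with coupling enzyme reagent (glyceraldehyde-3-phosphate), then 20 min with substrate and AmpLite Red detection. Fluorescence read at 525/598 nm; tests interference with the coupling assay, not aldolase inhibition.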
Integrin act MD: qHTS for Activators of Integrin-Mediated Alleviation for Muscular Dystrophy | alpha7betagal myoblasts, beta-gal FDG fluorescence, 48 h | 350,000 tested, 0.064% active | AID 624291, 2012 | Potency, µM (doses to about 38.3 µM), inactives show top-dose activation, actives largely listed as activators;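 note: potency is the fitted concentration of half-maximal effect; 100% = response of the positive control SU9516; nearly all actives have a fitted effect of over 60% in size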
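Alpha7betagal+/- myoblasts (passage 13) were plated 16-24 hr, then exposed to compounds (1:260 dilution of DMSO stock) for 48 hours at 37C. After MPER lysis, β-galactosidase reporter activity was read as FDG fluorescence (ex 480/em 540) after 30 minutes.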
hERG WT inh: qHTS for Inhibitors of KCHN2 3.1: Wildtype qHTS | activity change, % at 1.84 µM | U2OS, BacMam KCNH2, thallium flux FluxOr; active compounds read low | Voltage-gated inwardly rectifying potassium channel KCNH2 (Homo sapiens), Q12809 | 340,000 tested, 0.37% active;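 active = maximum activity change below -70%; inconclusive = maximum activity change between -70% and -50%; inactive = maximum activity change above -50%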; note: % is set by controls: 0 for no effect and ±100 for the full control effect
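U2OS cells transduced with wild-type KCNH2 virus are loaded with FluxOr dye for 45 min, and thallium flux is measured in kinetic reads before and after stimulation buffer. Rate constants are normalized to DMSO controls.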
GALK inh: qHTS Assay for Inhibitors of Human Galactokinase (GALK) | P51570 | Purified GALK, Kinase-Glo residual ATP luminescence | Potency, µM (top dose mostly 57.5 µM), inactives show top-dose activity change, negative = inhibition, usual class: inhibitors | 270,000 tested, 0.007% active; note: potency is the fitted concentration of half-maximal effect; % is set by controls: 0 for no effect and ±100 for the full control effect
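GALK at 5 nM final was combined with compound, 35 uM ATP and 100 uM galactose in HEPES pH8.0 with MgCl2 and DTT. The reaction ran one hour at room temperature before luminescent ATP detection.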
KCNH2 3.1 block: qHTS for Inhibitors of KCHN2 3.1: Mutant qHTS | Potassium voltage-gated channel subfamily H member 2, brain isoform KCNH2 3.1 (human) | U2OS KCNH2 3.1, thallium flux FluxOr; active compounds read low | activity change, % (tested at about 1.8 µM) | 340,000 tested, 0.95% active;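 active = maximum activity change below -70%; inconclusive = maximum activity change from -70% to -50%; inactive = maximum activity change above -50%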;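 note: thallium influx rate constant from kinetic fluorescence after stimulation buffer; % is set by controls: 0 for no effect and ±100 for the full control effect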
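U2OS cells transduced with KCNH2 3.1 mutant virus (1.77 x 10^8 /mL, 4 h), plated overnight at 37 C, loaded 45 min with FluxOr dye plus Red40 quencher. Thallium flux rate constant from kinetic reads after stimulation buffer, normalised to controls.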
CXXC DNA block: qHTS Fluorescence Polarization Assay for Inhibitors of MLL CXXC domain - DNA interaction. MLL-CXXC / FITC-HOXA9 DNA fluorescence polarization. Histone-lysine N-methyltransferase 2A (Homo sapiens), Q03164. Potency, µM (doses to about 115 µM), for the others: at the highest dose activity change, negative = inhibition, actives largely listed as inhibitors. 290,000 tested, 0.037% active; active = well fitted inhibition curve with a large enough effect in the polarisation, with a control signal flat, not every such curve was filed as active; inconclusive = small, poorly fitted or top-dose-only effect, or effect the other way, or a change in a side signal; inactive = no such curve, though single readings can be large or run the other way; the % refers to the polarisation; note: potency is the fitted concentration of half-maximal effect
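Steps: dispense CXXC domain solution (7 uM) → pin compounds or unlabeled HOX-A9 DNA control → 5 min ambient → add FLSN-HOX-A9 solution (50 nM) → spin → 30 min ambient → fluorescence polarization. Tris pH 7.5/NaCl/DTT/BSA buffer.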
MBNL1 CUG block: qHTS Assay for Inhibitors of MBNL1-poly(CUG) RNA binding; Muscleblind-like protein 1 (Homo sapiens), Q9NR56; Potency, µM (doses to about 57.5 µM), without a hit: at the top dose activity change, negative = inhibition, hits mostly inhibitors; 280,000 tested, 0.036% active; TR-FRET MBNL1-His/biotin-(CUG)12 binding, 665/545 ratio; active = well fitted inhibition curve with a large enough effect in the signal ratio, with a control signal flat, not every such curve was filed as active; inconclusive = small, poorly fitted or top-dose-only effect, or effect the other way, or a change in a side signal; inactive = no such curve, though single readings can be large or run the other way; the % refers to the signal ratio; note: potency is the fitted concentration of half-maximal effect; % is set by controls: 0 for no effect and ±100 for the full control effect
Target sequence (Q9NR56 whole entry, looked up): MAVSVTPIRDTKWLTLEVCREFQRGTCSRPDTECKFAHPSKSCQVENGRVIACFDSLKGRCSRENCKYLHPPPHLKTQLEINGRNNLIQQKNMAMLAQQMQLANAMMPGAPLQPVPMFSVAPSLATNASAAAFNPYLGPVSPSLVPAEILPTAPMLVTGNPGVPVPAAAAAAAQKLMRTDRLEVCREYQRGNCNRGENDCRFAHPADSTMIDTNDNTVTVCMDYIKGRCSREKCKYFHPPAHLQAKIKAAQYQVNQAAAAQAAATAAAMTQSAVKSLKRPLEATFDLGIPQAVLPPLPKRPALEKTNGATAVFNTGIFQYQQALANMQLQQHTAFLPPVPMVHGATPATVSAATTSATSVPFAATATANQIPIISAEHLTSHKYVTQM
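TR-FRET between His-tagged MBNL1 and biotin-(CUG)12 RNA, detected with Tb anti-His antibody (0.055 ng/ul) and streptavidin-XL665 (5 nM), 60 min at room temperature. Compounds titrated 92 nM to 58 uM; 665/545 nm ratio normalized to buffer and complex controls.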
* hit, by the source's call; ? = inconclusive; nt = no result given; [ ] = dose if it differs, or a comment. Unless noted, calls come from the whole dose curve; as a rule, active = well fitted curve in the direction sought with a large enough effect; inconclusive = small, poorly fitted or top-dose-only effect, or another doubt; inactive = no such curve, though single readings can be large; an effect the other way counts as inactive or inconclusive.

SMILES	AT treatment	ASM inhibitor	TRPV1 ag	FBPA coupling cs	Integrin act MD	hERG WT inh	GALK inh	KCNH2 3.1 block	CXXC DNA block	MBNL1 CUG block
Cc1ccc(C2=NCN(c3ccc(C(=O)O)cc3)C(=S)N2)cc1	1%	nt	1	9	nt	nt	2%	nt	5%	-4%
Cc1nc2c(-c3ccc(F)cc3)c(C)nn2c(C)c1CCC(=O)Nc1ccc(F)cc1F	32%	23%	?	0	-24%	1	-4%	2	-14%	-2%
CN1CC(=O)N(CCOc2ccccc2)C1=O	1%	4%	0	3	32%	11	1%	nt	0%	-10%
CCOc1cc(CNCc2ccncc2)cc(Br)c1OCc1ccccc1F	8%	0%	-2	0	0%	17	-1%	-3	7%	-5%
O=C(NCc1ccccn1)c1ccc2c(=O)n3nc(Nc4ccccc4)sc3nc2c1	1%	26%	-1	0	37%	9	-1%	0	-6%	-4%
O=C(CCl)N(c1ccccc1)C1CCS(=O)(=O)C1 (configuration not stated)	12%	6%	0	2	-52%[inhibitor]	-4	-2%	-5	10%	4%
O=C1CC(c2ccccc2)CN1Cc1ccccc1 (configuration not stated)	8%	-1%	?	1	-20%	-6	-1%	-4	13%	?
Cc1cc2c(SCC(=O)NC3CCCC3)ncnc2s1	-2%	-1%	19	1	5%	17	2%	5	21%	2%
O=C(Cn1c(=O)n(Cc2ccco2)c(=O)c2cc(Cl)ccc21)NCC1CCCO1 (configuration not stated)	-1%	-1%	10	1	-5%	-10	0%	-4	-3%	0%
COc1cc(/C=N/NC(=O)c2ccccc2Cl)ccc1Oc1ccc([N+](=O)[O-])cn1	-3%	-2%	4	1	-34%	nt	0%	8	8%	?
CCSC1OC(C(COC(C)=O)OC(C)=O)C(OC(C)=O)C1NC(C)=S (configuration not stated)	nt	-19%	nt	nt	-9%	-3	nt	-11	nt	nt
Cc1cc(C)c(C(=O)C(C)OC(=O)c2ccc(Cl)nc2)cc1C (configuration not stated)	15%	nt	3	nt	19%	-1	6%	0	11%	1%
Cn1c(=O)c2c(nc(CN3CCc4ccccc4C3)n2Cc2ccccc2F)n(C)c1=O	-8%	-1%	-4	2	-41%	-5	0%	11	2%	-7%
CCC(CC)c1nc(C(N)=O)c2[nH]c(=O)n(-c3ccc(OC)c(OC)c3)c2n1	14%	3%	-4	0	-27%	2	3%	6	1%	-6%
O=C(C/C=N/OCc1ccc(Cl)cc1)c1cnc(-c2ccccc2)s1	7%	-9%	0	1	3%	-2	-1%	0	-12%	-4%
CCn1c(=O)c(C(=O)NCCc2ccccc2)c(O)c2ccccc21	8%	-7%	2	-1	8%	3	4%	-24	5%	0%
O=C(Cn1ncc2c3ccccc3n(Cc3ccccc3F)c2c1=O)NCCCN1CCCC1=O	3%	-9%	0	nt	-43%[inhibitor]	4	-2%	5	12%	6%
COC(=O)Nc1ccc(S(=O)(=O)N(CCO)CCO)cc1	2%	3%	1	1	25%	2	-1%	5	-1%	-1%
COc1cccc(-c2ccc(SCC(=O)NC3CCCC3)nn2)c1	-1%	0%	3	nt	21%	-9	-4%	1	-3%	2%
COc1ccc2[nH]c3c(c2c1)CCN1C(=O)C(CC(=O)NCCCN(C)C)C[C@H](C(=O)N2CCCCC2)[C@@]31CCc1ccccc1 (some centres not stated)	-22%	-1%	nt	nt	-1%	-11	nt	-4	nt	nt
CCc1nnc(NC(=O)[C@@H](NS(=O)(=O)c2ccc3c(c2)OCCO3)C(C)C)s1	nt	6%	nt	nt	19%	-6	nt	-12	nt	nt
O=C(CCc1ccccc1)Nc1c(F)c(F)c(F)c(F)c1F	12%	-1%	6	3	-15%	0	1%	4	-14%	4%
CCOc1ccc(-c2nnc(SCC(=O)N3CCCC3)o2)cc1	1%	28%	-2	1	-7%	4	-1%	0	-2%	-9%
CC(C)(C#N)C(C)(C)c1nn[nH]n1	6%	5%	1	1	-16%[7.66 µM]	0	4%	27	11%	3%
CC(C)C(=O)Nc1nnc(Cc2c[nH]c3ccccc23)s1	-1%	7%	3	3	-1%	-7	-1%	-1	9%	2%
SMILES	AT treatment	ASM inhibitor	TRPV1 ag	FBPA coupling cs	Integrin act MD	hERG WT inh	GALK inh	KCNH2 3.1 block	CXXC DNA block	MBNL1 CUG block
CCOC(=O)c1oc2nc3c(cc2c1N)COC(C)(C)C3	-4%	109%[activator]	0	1	?	-19	2%	3	1%	?
COc1ccccc1N1CCN(/N=C/c2ccc(O)cc2O)CC1	4%	1%	11	0	-40%	-5	0%	-12	-11%	1%
COc1cc(OC)cc(C(=O)N2CCN(S(=O)(=O)c3ccc(Cl)s3)CC2)c1	-1%	-2%	1	nt	?	3	nt	-16	nt	nt
CC(=O)Nc1ccc(NC(=O)/C=C/c2ccc(Cl)cc2)cc1	-1%	-3%	?	-2	10%	10	-1%	0	5%	-25%
COc1ccc(-c2nc(CS(=O)CC(=O)NC3CCCCC3C)c(C)o2)cc1 (configuration not stated)	-2%	-1%	13	0	-49%[inhibitor]	-2	2%	-5	0%	0%
O=C(C1CCN(S(=O)(=O)Cc2ccccc2)CC1)N1CCN(c2ncccn2)CC1	10%	9%	0	2	-23%	3	0%	-7	1%	-4%
CCCC[C@@H]1C=C(C(=O)O)[C@H](c2ccc(Br)cc2)N1S(=O)(=O)c1ccc(C)cc1	5%	2%	nt	nt	7%	1	nt	-11	nt	nt
CC(C)CCCN1C(N(C)C)=NC[C@@H]1Cc1ccccc1	15%	2%	7	nt	-3%	nt	nt	nt	nt	nt
CN(C)c1ccc(NC(=O)C(=O)C2C(=O)Nc3ccccc32)cc1 (configuration not stated)	-4%	2%	nt	-2	?	5	-6%	1	-9%	nt
CCOCCCNC(=O)C1CCN(C(=O)N(C)C)CC1	-5%	-1%	-2	5	8%	-13	2%	2	-2%	3%
Cc1nn(Cc2ccc(Cl)cc2)c2sc(C(=O)O)cc12	0%	17%	-1	3	-1%	0	-1%	3	-6%	-25%
COc1cc(NC(=O)COc2ccc(Cl)cc2)ccc1-c1cc2ccccc2oc1=O	15%	44%[activator]	-2	1	32%	-2	0%	-5	1%	11%
CCn1c(SCC(=O)NNC(=O)Cc2ccccc2)nnc1-c1ccncc1	0%	-2%	6	0	-1%	-12	2%	10	-16%	4%
O=C(O)c1ccc2ncsc2c1	7%	-3%	1	-1	-5%	2	-19%	2	-18%	-10%
CCOC(=O)N1CCN(C(=O)CN(c2ccc(OCc3ccccc3)cc2)S(C)(=O)=O)CC1	8%	0%	2	0	-14%[7.66 µM]	-16	-1%	-15	7%	4%
CCN(CC(=O)Nc1cccc(OC)c1)CC(=O)Nc1ccc(Br)c(C)c1	2%	-24%	8	-2	-30%	-2	5%	-7	7%	-7%

Single records (already shown). Order of values: AT treatment	ASM inhibitor	TRPV1 ag	FBPA coupling cs	Integrin act MD	hERG WT inh	GALK inh	KCNH2 3.1 block	CXXC DNA block	MBNL1 CUG block
O=C(C1CCN(S(=O)(=O)Cc2ccccc2)CC1)N1CCN(c2ncccn2)CC1 in the list: 10%	9%	0	2	-23%	3	0%	-7	1%	-4%
CN(C)c1ccc(NC(=O)C(=O)C2C(=O)Nc3ccccc32)cc1 (configuration not stated) in the list: -4%	2%	nt	-2	?	5	-6%	1	-9%	nt
CCn1c(SCC(=O)NNC(=O)Cc2ccccc2)nnc1-c1ccncc1 in the list: 0%	-2%	6	0	-1%	-12	2%	10	-16%	4%
CCOC(=O)N1CCN(C(=O)CN(c2ccc(OCc3ccccc3)cc2)S(C)(=O)=O)CC1 in the list: 8%	0%	2	0	-14%[7.66 µM]	-16	-1%	-15	7%	4%
CCCC[C@@H]1C=C(C(=O)O)[C@H](c2ccc(Br)cc2)N1S(=O)(=O)c1ccc(C)cc1 in the list: 5%	2%	nt	nt	7%	1	nt	-11	nt	nt
